Growth percent in the NCI-60 one-dose screen (48 h, 10 µM unless noted): 100 = growth as untreated, 0 = no growth, -100 = all killed.
HL-60(TB): HL-60(TB) leukemia cells; hit rate 9% among 78,000; active = growth percent below 10
* = called active by the depositor; & = joins results of further samples. Some of the compounds tested (hit frequency here may not be typical).

SMILES	HL-60(TB)
CCOC(=O)/C(=C\c1cn(C(C)=O)c2ccccc12)P(C)(=O)OCC (configuration not stated)	101.3
Cc1ccc(C(=O)C2C(c3ccccc3)N2Cc2ccccc2)cc1 (configuration not stated)	84.2
CN(C)CCN1C(=O)c2c(c3c4ccccc4n4c3c3c2c2ccccc2n3C2CC(O)C(O)C4(C)O2)C1=O (configuration not stated)	32.5
COc1cc(-c2c3c(nn2-c2ccc(N)cc2)CCc2cnoc2-3)cc(OC)c1OC	89.1
COC(=O)[C@@H](Cc1cc2ccccc2[nH]1)NC(=O)C(=O)c1cn(Cc2cn(Cc3ccccc3)nn2)c2ccccc12	94.9
O=c1c(OCc2cn(Cc3ccc(F)cc3)nn2)c(-c2ccc(O)cc2)oc2cc(OCc3cn(Cc4ccc(F)cc4)nn3)cc(O)c12	105.1
CC(=O)c1cnn(-c2cc(=O)[nH]c3ccccc23)c1C	87.2
Nc1cc(-c2ccccc2)nn1-c1cc(-c2ccccc2)no1	78.8
O=c1[nH]n(-c2ccc([N+](=O)[O-])cc2[N+](=O)[O-])c(=O)c2ccccc12	103.3
CC1(C)Oc2cc3oc(=O)ccc3cc2C[C@@H]1OCCNS(C)(=O)=O	105.5
O=C(Nc1nc2ccccc2s1)c1ccc(Br)cc1	99.1
Cc1ccccc1C(c1ccccc1)N(C)C (configuration not stated)	107.1
Cc1ccc(S(=O)(=O)n2ccc3c2CC[C@H]2C(=O)N(N(C)C)C(=O)[C@@H]32)cc1	77.6
N#CC1=C(N)Oc2c(sc3c(F)cccc23)C1c1ccc([N+](=O)[O-])cc1 (configuration not stated)	-7.4*
O=C(NNc1ccccc1)Nc1ccccc1	105.8
Oc1c(CN2CCCC2)cc(CSCc2ccccc2)c2cccnc12	-23.7*
COC(=O)C1SCCCS1	98.7
O=C(O)c1cc(Cc2ccc(O)c(C(=O)O)c2)ccc1O (tested in a mixture with another compound)	21.3
COc1ccc(Cl)cc1Nc1nc(C(F)(F)F)ccc1C(=O)NN	23.3
COc1ccccc1Cn1cc(C#N)c(N)c1C(C)=O	97.6
Cc1[nH]c(/C=C/C(=O)c2ccc(C(F)(F)F)c(F)c2)c(C)c1C(=O)N1CCOCC1	98.1&97.5
O=C(Nc1cccc(F)c1)Nc1ccc(F)c(C(=O)c2c[nH]c3ncccc23)c1F	118.9
CC(=O)NCCCN1c2ccncc2Sc2ccncc21	104.5
NNC(=O)c1nc(N)n(-c2ccc(S(N)(=O)=O)cc2)n1	99.5
Cc1cc(Nc2ccccc2Br)nc(N)n1	114.2

Exported field by field: three of the compounds above
> CCOC(=O)/C(=C\c1cn(C(C)=O)c2ccccc12)P(C)(=O)OCC (configuration not stated)
  HL-60(TB) = 101.3

> Cc1ccc(C(=O)C2C(c3ccccc3)N2Cc2ccccc2)cc1 (configuration not stated)
  HL-60(TB) = 84.2

> CN(C)CCN1C(=O)c2c(c3c4ccccc4n4c3c3c2c2ccccc2n3C2CC(O)C(O)C4(C)O2)C1=O (configuration not stated)
  HL-60(TB) = 32.5

Next part:
SMILES	HL-60(TB)
CC(=O)Nc1ccccn1	98.4
NCC(=O)NS(=O)(=O)OC[C@H]1O[C@@H](n2cnc3c(N)ncnc32)[C@H](O)[C@@H]1O	-9.3*
CCCn1c(=O)c2[nH]c(-c3ccc(OCc4nc5ccc(F)cc5[nH]4)cc3)nc2n(CCC)c1=O	38.2
C[N+](C)(C)C(=O)c1ccccc1	125.4
CC(=O)N1N=C(c2ccc(Cl)cc2)CC1c1ccc(Oc2ccc(Br)cc2)cc1 (configuration not stated)	83.9
COc1ccc2nc(NC(=O)c3ccc(F)cc3)sc2c1	108.3
CC(=O)Nc1ccc2cnn(C(C)=O)c2c1	118.3
CCn1cc(C(=O)N/N=C(\C)c2cccnc2)c(=O)c2ccc(C)nc21	93.4
Cc1ccccc1NC(=O)n1c(=O)cc(C)c2ccc(O)cc21	104.8
COc1cc2oc(-c3cccc(C(=O)Nc4ccncc4)c3)cc(=O)c2c(OC)c1OC	76.3
CCN1CCN(CCCN(C[C@H]2Cc3ccccc3CN2)[C@H]2CCCc3cccnc32)CC1	62.8
Cn1c(-c2ccccc2)c(/C=C/C2=[N+](C)c3ccccc3C2(C)C)c2ccccc21	-52.5*
CC(=O)Nc1nnc2c3ccccc3n(C(C)=O)c2n1	119.9
C/C=C/C=N/NC(=S)NCc1ccccc1	93.7
CCSc1nc2c([nH]1)c(=O)n(C)c(=O)n2C	91.3
Nc1ncnc2c1c(-c1ccc(Cl)cc1)nn2CC(=O)N1CCOCC1	101.8
O=C(CC1(O)C(=O)Nc2ccccc21)c1ccc(C(=O)NCC2CCC3(CC2)OOC2(CCCCC2)OO3)cc1 (configuration not stated)	31.7
Cc1nnc(SCc2nc3sc4c(c3c(=O)[nH]2)CCCC4)[nH]c1=O	62.8
c1ccc2c(Cn3cc(CSc4nc5ccccc5o4)nn3)cccc2c1	115.9
CS(=O)(=O)Nc1cc(-c2ccc3ncc(C#N)c(NCc4cccc(F)c4)c3c2)cnc1Cl	4.1*
COc1ccc(C2=NN(C(=O)c3cc(OC)c(OC)c(OC)c3)C(c3ccc(Cl)cc3)C2)cc1OC (configuration not stated)	-54.0*
O=C(Cn1cc(CO)nn1)Nc1nc2ccccc2s1	97.1
Nc1nc(Nc2ccc(Cl)cc2)nn1S(=O)(=O)c1ccc(Oc2ccccc2)cc1	97.0
CCOC(=O)c1c(C)c(C(=O)OCC)n(C)c1C	85.9
CC(C)N1CCOC1c1ccccc1 (configuration not stated)	96.6

5 successive records out of the list so far, quoted:
SMILES	HL-60(TB)
CC(=O)Nc1ccccn1	98.4
NCC(=O)NS(=O)(=O)OC[C@H]1O[C@@H](n2cnc3c(N)ncnc32)[C@H](O)[C@@H]1O	-9.3*
CCCn1c(=O)c2[nH]c(-c3ccc(OCc4nc5ccc(F)cc5[nH]4)cc3)nc2n(CCC)c1=O	38.2
C[N+](C)(C)C(=O)c1ccccc1	125.4
CC(=O)N1N=C(c2ccc(Cl)cc2)CC1c1ccc(Oc2ccc(Br)cc2)cc1 (configuration not stated)	83.9

Continuation.
SMILES	HL-60(TB)
CC(=O)Nc1nc(OC(C)=O)c(Cc2ccc(C)cc2)s1	92.4
O=C=NS(=O)(=O)O[C@@H]1C(=O)N(c2cc3c4ccccc4ccc3c3ccccc23)[C@H]1c1ccc(F)cn1	90.4
O=C(O)c1ccccc1C(=O)c1ccccc1	57.0
COC(=O)c1nc(=S)[nH]c(C(=O)OC)c1C(=O)c1ccc(Cl)c(Cl)c1	101.4
CCOC(=O)C(CCC(C)(C)C)(CCC(C)(C)C)C(=O)OCC	88.0
O=S(=O)(c1ccccc1)n1nccn1	93.3
COc1cc(/C=C/C(=O)CC(=O)/C=C/c2ccc(OC(=O)C3C4CC5CC(C4)CC3C5)c(OC)c2)ccc1OC(=O)C1C2CC3CC(C2)CC1C3 (configuration not stated)	94.0
O=C(O)c1ccc(-n2cc(CNc3cccc(Cl)c3)c(-c3ccc(F)cc3)n2)cc1	104.7
CCOc1ccccc1/C=C1/SC(N2CCC(C)CC2)=NC1=O	112.7
N#Cc1c(Nc2ccccc2)nn2c(-c3ccc(Cl)cc3)c(-c3nc4ccccc4s3)c(N)nc12	98.7
CC1CCCC(C(=O)O)C1C(=O)O (configuration not stated)	81.8
COc1ccc(-c2nc3sccn3c2-c2ccnc(NCCCNS(=O)(=O)c3ccc(F)cc3)n2)cc1	-3.7*
COc1cc(C=C2C(=O)N(C)C(=O)N(C)C2=O)cc(CN2CCCCC2)c1O	96.3
CN(C)c1ccc(/C=C/c2nc3ccccc3c(=O)n2CC(=O)Nc2ccc(Cl)cc2)cc1	95.0
NC(=O)CC1(O)C=C(Br)C(=O)C(Br)=C1	-27.9*
c1ccc(C2=NC(c3ccccc3)CC2)cc1 (configuration not stated)	83.6
C=CCc1cc(C(=C/C)/C(=C/C)c2ccc(OC(C)=O)c(CC=C)c2)ccc1OC(C)=O	72.7
CCCC[n+]1ccc(SCC(=O)n2ccc3ccccc32)c2ccccc21	86.8
CCOC(=O)C(CCc1ccccn1)C(C)=O (configuration not stated)	103.9
COc1ccc(-c2cc(-c3ccc(N4CCOCC4)cc3)n3c(n2)nc2ccccc23)cc1	92.4
CCCCCOC(=O)Nc1nc(=O)n(C2O[C@H](C)[C@@H](O)[C@H]2O)cc1F (some centres not stated)	92.8
CCN(CC)CCOc1ccc(C(=C(C)c2ccc(Cl)cc2)c2ccc(OCCN(CC)CC)cc2)cc1	-55.5*
CCCCc1nc(Cl)c(C2CC(c3ccc(C(F)(F)F)cc3)=NN2C(C)=O)[nH]1 (configuration not stated)	86.9
O=C(Nc1ccc(Cl)c(Cl)c1)c1ccc(Nc2ccc(Cl)nn2)cc1	135.6
N#Cc1c(-c2ccc([N+](=O)[O-])cc2)cc(-c2cccc(OCC(=O)O)c2)[nH]c1=O	85.0
SMILES	HL-60(TB)
COc1ccc2cc(-c3nc4c(cnn4-c4ccc(Br)cc4)c(=O)[nH]3)c(OC)nc2c1	89.6
C[N+](C)(CC(=O)O)c1ccccc1	103.0
C/C(=N/NC(N)=O)c1ccccc1	107.3
Cc1c2ncccc2nc2[nH]c3ccc(OCCN(C)C)cc3c12	15.9
CCOC(=O)CN(C)CC(=O)OCC	89.4
Cc1nc(N)[nH]c(=O)c1CCCNc1ccc(CCC2(CCl)OCCO2)cc1	89.4
Cc1ccc2nc(-c3ccc(-c4nnc(SCc5ccccc5)o4)cc3)[nH]c2c1	92.0
O=C(CCCCCCN1CC(=O)N2[C@@H](c3ccccc3)c3[nH]c4ccccc4c3C[C@H]2C1=O)NO	28.5
Cc1c(-c2cnc3ccc(Cl)cc3c2C(=O)O)nnn1-c1ccc(Cl)cc1	96.2
COc1c(C)cnc(CSc2nc(-c3ccc(Cl)cc3)cn2-c2ccc(Cl)cc2)c1C	94.6
O=C1/C(=C/c2ccc(B(O)O)cc2F)Oc2cc(O)ccc21	90.4
CC1=C(C(=O)c2cnccn2)C(c2ccc([N+](=O)[O-])cc2)NC(=O)N1 (configuration not stated)	111.1
O=C(Cc1ccccc1)NC(c1ccc(Cl)cc1)c1c(O)ccc2ccccc12 (configuration not stated)	7.2*
C#CCOc1cccc(Nc2ncnc3c2ncn3C2CCN(C(=O)C=C)C2)c1 (configuration not stated)	98.2
CC1=C(O)[C@@](C)(CCCCC[C@H](C)CCCCc2ccc(O)cc2)OOC1=O	84.4
CN1C(=O)NC(=C(Cl)Cl)/C1=N/S(=O)(=O)N1CCOCC1	103.5
COc1ccc(/C=N/Nc2ncc(C(N)=O)c(N)n2)cc1	66.4
NC(N)=N/N=C(/C[n+]1ccccc1)c1ccc([N+](=O)[O-])cc1	99.4
COc1cc(C2=NN(C(C)=O)C(c3cn(Cc4ccc(Cl)cc4)c4ccccc34)C2)cc(OC)c1OC (configuration not stated)	32.7
CCCNC(=O)NS(=O)(=O)c1ccc(Cl)cc1	99.0
COc1cc(C2CC(c3cc(OC)c(OC)c(OC)c3)=NN2C=O)ccc1OCCN(C)C (configuration not stated)	102.8
N#CCCN(C(=O)Nc1ccccc1)C1CCCCC1	88.8
NC(=O)Nc1ccc(S(=O)(=O)c2ccc(N)cc2)cc1	110.2
Fc1ccc(Cc2cnc(Nc3ccc(F)cc3)s2)cc1	98.0
COC(=O)/C=C1\SC(=Nc2cccc(Cl)c2)N(CCc2c[nH]c3ccccc23)C1=O	-37.1*

Reformatted in CSV form: entries from further up.
mol,HL-60(TB)
CC1=C(C(=O)c2cnccn2)C(c2ccc([N+](=O)[O-])cc2)NC(=O)N1 (configuration not stated),111.1
O=C(Cc1ccccc1)NC(c1ccc(Cl)cc1)c1c(O)ccc2ccccc12 (configuration not stated),7.2*
C#CCOc1cccc(Nc2ncnc3c2ncn3C2CCN(C(=O)C=C)C2)c1 (configuration not stated),98.2
CC1=C(O)[C@@](C)(CCCCC[C@H](C)CCCCc2ccc(O)cc2)OOC1=O,84.4
CN1C(=O)NC(=C(Cl)Cl)/C1=N/S(=O)(=O)N1CCOCC1,103.5
COc1ccc(/C=N/Nc2ncc(C(N)=O)c(N)n2)cc1,66.4

(list continues)
SMILES	HL-60(TB)
N#C/C(=N\Nc1ccc(Cl)cc1)C(=O)C1CC1	62.8
O=[N+]([O-])c1cccc(-c2nc3sccn3c2-c2ccnc(NCCNS(=O)(=O)c3ccc(C(F)(F)F)cc3)n2)c1	16.0
C=CC(=O)N[C@H](CO)Cc1ccc(-c2cc(Cl)cc(Cl)c2)cc1	101.2
CCOC(=O)/C=C(/OC(=O)c1ccc(OC)cc1)c1ccccc1	105.0
O=C1c2ccccc2N2C(=O)CN(S(=O)(=O)c3ccccc3)CC23C=CC1O3 (configuration not stated)	83.0
COc1ccc(NC(N)=NCCCOc2ccc(F)cc2)cc1	87.7
NS(=O)(=O)c1ccc(CCn2c(-c3ccc(Br)cc3)nc(-c3ccccc3)c2-c2ccccc2)cc1	92.7
CCCCCCCCCCCCCCCCCC1=NC(C)(C)CN1C(C)(C)CO	-66.9*
CC(C)(O)c1ccc[n+]([O-])c1	118.1
COc1ccc(/C=N/N=C2c3ccccc3-c3ccccc32)cc1OC	75.4
COc1cc(-n2cc(-c3ccc(S(C)(=O)=O)cc3)[nH]c2=O)cc(OC)c1OC	108.3
COc1cc2c(cc1OCCCCCN1CCN(c3ncnc4ccccc34)CC1)N=CC1CCCN1C2=O (configuration not stated)	-25.8*
CC1(C)CCCOC1=O	80.5
CCN(CC)CCN(CC)c1ccccc1	101.0
COc1ccc(-c2c(-c3ccccc3)oc3cc(O)ccc3c2=O)cc1	96.5
CC1=C[C@H]2c3c(c(O)c(O)c4oc(-c5ccccc5)cc(=O)c34)[C@H](c3cc(O)c(O)c4oc(-c5ccccc5)cc(=O)c34)[C@H]2C(C)(C)C1	-30.1*
Cc1nn(CC(=O)O)c2c1C(=O)CC(C)(C)C2	100.1
O=[N+]([O-])c1cc(C(F)(F)F)ccc1Cl	97.9
CCCC(C)(C(=O)Nc1ccc2nc(C)cc(N)c2c1)C(=O)Nc1ccc2nc(C)cc(N)c2c1	97.5
COc1ccc(CCNc2nc(SC)nc(-c3cccc(N)c3)c2C#N)cc1OC	86.9
COC(=O)C1=C(C(=O)c2ccccc2)C(c2ccc(OC)c(OC)c2)C(C#N)=C(N)O1 (configuration not stated)	96.8
CC1(C)OC(C)(C)C(=N\O)/C1=N/N	114.6
COc1cc2c(cc1O)CCN1C[C@@H](CC(C)C)[C@H](O)C[C@H]21	79.8
OC(c1ccc(Cl)cc1)c1cccnc1 (configuration not stated)	112.0

Bioassay records deposited in PubChem BioAssay by NCI.
